# PLCb3 inh: inhibitors of human phospholipase C beta3; Q01970; Purified PLC-beta3, fluorogenic substrate, fluorescence; inhibition, % at 12.2 µM; hit rate 0.18% among 370,000; AID 720704; in the data active = inhibition above about 11%;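 note: 0% = median of compound wells on plate and 100% = full blocker control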
# TDP2 absorb: blocks human TDP2 phosphodiesterase activity. O95551. recombinant TDP2, T5PNP hydrolysis, p-nitrophenol absorbance 415 nm. inhibition, % at 12.8 µM. hit rate 0.34% among 370,000;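 active = inhibition above the mean of all tested compounds plus 3 SD, set per campaign, cut at about 25% in these data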;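 note: 0% = DMSO with enzyme and 100% = buffer with substrate but no TDP2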
#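 Material: recombinant human TDP2; quantity: TDP2 enzyme at 120 nM final; medium: Tris-HCl pH 7.5 with MgCl2; compound: single concentration, 12.8 µM nominal, with 1% DMSO; incubation: 2 h enzyme incubation at 37 °C; signal: epi absorbance; measure: percent inhibition; benchmarks: high control without enzyme, low control DMSO plus TDP2; repeats: singlicate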
# PLCg1 inh: inhibitors of human phospholipase C gamma1; P19174; purified PLC-gamma1, fluorogenic substrate, fluorescence; inhibition, % at 12.2 µM; hit rate 0.84% among 370,000; AID 720700; in the data active = inhibition above about 9.5%
# SIAE primary: inhibitors of human sialic acid acetylesterase SIAE; inhibition, % at 9.66 µM; SIAE FP-Rh probe binding, fluorescence polarization; AID 1053197; Q9HAT2; hit rate 0.69% among 370,000;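 active = inhibition above a cutoff: mean of compounds within the control limits plus 3 SD of those, cut at about 17% in these data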;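 note: 0% = plate median of compound wells and 100% = probe without SIAE protein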
# Target sequence (Q9HAT2 whole entry, looked up): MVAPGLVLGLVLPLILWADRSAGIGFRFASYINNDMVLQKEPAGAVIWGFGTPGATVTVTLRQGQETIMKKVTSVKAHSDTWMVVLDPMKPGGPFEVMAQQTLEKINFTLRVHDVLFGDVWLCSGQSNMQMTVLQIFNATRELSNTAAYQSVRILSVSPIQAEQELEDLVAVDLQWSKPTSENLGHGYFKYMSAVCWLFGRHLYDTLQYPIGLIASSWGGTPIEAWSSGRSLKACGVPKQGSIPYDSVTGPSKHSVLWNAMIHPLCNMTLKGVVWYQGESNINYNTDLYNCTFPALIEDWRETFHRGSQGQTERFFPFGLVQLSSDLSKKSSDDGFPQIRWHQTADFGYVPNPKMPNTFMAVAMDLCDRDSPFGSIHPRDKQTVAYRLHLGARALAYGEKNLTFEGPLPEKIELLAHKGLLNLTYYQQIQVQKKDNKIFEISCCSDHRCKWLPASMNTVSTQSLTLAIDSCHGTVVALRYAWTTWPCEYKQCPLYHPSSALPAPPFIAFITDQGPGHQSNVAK
# ASAP1 GAP inh: blocks human ASAP1-stimulated Arf1 GTP hydrolysis. GDP FP detection. hit rate 0.19% among 360,000. inhibition, % at 16.5 µM; in the data active = inhibition above about 25%;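 note: 0% = vehicle with enzyme and substrate and 100% = no enzyme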
# Target sequence (Q9ULH1 325-724 limits assumed): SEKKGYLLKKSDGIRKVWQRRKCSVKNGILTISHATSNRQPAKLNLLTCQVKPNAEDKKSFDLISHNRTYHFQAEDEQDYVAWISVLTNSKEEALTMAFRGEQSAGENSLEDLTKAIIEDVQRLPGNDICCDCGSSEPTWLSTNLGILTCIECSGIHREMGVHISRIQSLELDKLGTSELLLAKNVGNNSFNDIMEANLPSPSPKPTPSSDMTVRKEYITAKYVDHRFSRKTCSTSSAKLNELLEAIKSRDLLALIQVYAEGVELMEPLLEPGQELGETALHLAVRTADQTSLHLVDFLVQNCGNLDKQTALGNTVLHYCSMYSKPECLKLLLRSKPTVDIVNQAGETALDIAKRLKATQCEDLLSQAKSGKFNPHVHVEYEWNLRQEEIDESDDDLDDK
# ARFGAP1 inh: inhibits rat ARF GTPase activating protein 1. Q62848. Arfgap1-stimulated ARF1 GTP hydrolysis, GDP FP detection. inhibition, % at 16.5 µM. hit rate 0.26% among 360,000;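 active = inhibition above a per-plate limit, mean inhibition of low control wells plus 3 SD, cut at about 25% in these data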;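 note: 0% = DMSO wells with enzyme and 100% = wells lacking Arfgap1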
# Target sequence (Q62848 1-136 limits assumed): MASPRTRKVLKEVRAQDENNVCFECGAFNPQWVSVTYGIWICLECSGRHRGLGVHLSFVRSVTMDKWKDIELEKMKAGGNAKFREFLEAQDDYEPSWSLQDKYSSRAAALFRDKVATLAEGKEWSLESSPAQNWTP
#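 System: truncated rat Arfgap1 GAP domain / Benchmarks: high control wells lacking Arfgap1, low control full reaction with DMSO / Times: compound-enzyme preincubation 20 min, reaction 120 min, detection 60 min, 25 °C / Repeats: one replicate per compound / Also added: human ARF1(Δ1-17)-GTP substrate / Measured by: Tracer-displacement fluorescence polarization with EDTA stop, 620/688 nm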
# DDE Tn6 FP inh: disrupts Tn6 cyclic peptide binding to fibrin D-Dimer-E complex; P02675; Fibrin DD(E) TRITC-Tn6 fluorescence polarization displacement; inhibition, % at 8.3 µM; hit rate 0.21% among 370,000;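 active = inhibition above a per-campaign cutoff: mean of compounds within control limits plus 3 SD, cut at about 15% in these data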;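 note: 0% = median of all compound wells on the plate and 100% = blocking peptide control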
# ADAM10 inh: ADAM10 inhibition, QFRET primary screen; O14672; recombinant ADAM10, EDANS/DABCYL FRET peptide cleavage, 3 h; inhibition, % at 7 µM; hit rate 0.62% among 370,000; AID 720582;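 active = inhibition above a per-campaign cutoff equal to the mean of compounds falling between control-based bounds plus 3 SD, cut at about 20% in these data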;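 note: 0% = DMSO wells while the 100% control is not disclosed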
# ADAM17 inh: inhibits human ADAM17. P78536. recombinant ADAM17, EDANS/DABCYL FRET peptide cleavage. inhibition, % at 6.95 µM. hit rate 0.83% among 370,000. AID 720648;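 active = inhibition above the mean of compounds lying between control limits plus 3 SD, set per campaign, cut at about 8.5% in these data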;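 note: 0% = DMSO-only wells as the low control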
# Tn7 DDE FP: disrupts Tn7 cyclic peptide binding to fibrin D-Dimer-E complex. P02675. FP displacement of FITC-Tn7 peptide from fibrin DD(E); 0% = median of compound wells per plate. inhibition, % at 8.3 µM. hit rate 0.13% among 370,000;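 active = inhibition above the mean of compounds falling within the control limits plus 3 SD of them, cut at about 14% in these data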;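 note: 0% = plate median of compound wells and 100% = 10 µM Aha-Tn7 peptide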
#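 Measure: % inhibition scaled between sample-field median and high-control FP; Test system: human fibrin DD(E); Quantity: 2 µM final DD(E) protein; Doses: one dose, 8.3 µM nominal; Schedule: compound with protein 10 min, then 3 h after probe, room temperature; Detection: fluorescence polarization; Medium: Tris buffer with calcium and detergent, pH 7.8.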
# Numbers without * were called inactive.
SMILES,PLCb3 inh,TDP2 absorb,PLCg1 inh,SIAE primary,ASAP1 GAP inh,ARFGAP1 inh,DDE Tn6 FP inh,ADAM10 inh,ADAM17 inh,Tn7 DDE FP
O=C(NNC(=S)Nc1ccc(Cl)cc1)c1ccccc1,-7.1,15.1,-1.8,9.3,1.6,2.5,-1.5,6.2,-3.3,0.8
Cc1cccc(C)c1NC(=O)[C@@]1(CC(=O)O)CC(/C=C/c2ccccc2)=NO1,-9.0,13.1,-0.9,-1.6,-2.9,-2.4,2.3,3.7,0.8,-6.4
CC(C)(C)OC(=O)N1CCCC(C(=O)Nc2cccc(C(=O)NC3CC3)c2)C1 (stereo not given),2.3,8.2,2.1,-3.9,-0.6,5.1,-1.9,-17.8,-3.0,-7.2
O=C(CN1CCCc2ccccc21)NCc1ccc2c(c1)OCO2,-5.5,-3.1,-3.2,-6.6,2.9,-1.3,4.9,-11.8,-5.9,3.2
O=S(=O)(Nc1cccc2ccccc12)c1cccs1,-13.8,-3.5,-5.5,4.6,-2.9,3.7,0.5,2.0,-3.4,8.6
COc1c(Br)cc(Br)cc1C(=O)O,-0.1,4.0,0.5,4.1,5.2,4.9,-0.5,-3.4,-2.1,-4.5
Cc1ccc(-c2c(C)n([O-])c3c([n+]2=O)CCCC3)o1,-9.5,-3.6,-4.5,9.2,8.0,9.8,-5.3,-0.4,-2.1,-0.7
CN1C(C(=O)NCc2cccc(Br)c2)CC2Cn3c(nc4cc(Cl)c(Cl)cc43)C21 (stereo not given),1.7,0.9,-2.6,-1.4,8.5,6.7,3.1,-1.7,-1.0,6.0
O=C(NCCCn1ccnc1)c1sc2cc([N+](=O)[O-])ccc2c1Cl,-2.9,6.9,-2.6,0.8,0.3,13.2,-0.8,-21.1,-6.6,2.7
Cc1ccc(NCC(=O)c2ccccc2)cc1Cl,-0.3,-1.9,-1.7,-0.1,1.0,-6.2,1.2,8.4,0.9,6.5
O=C1CC2(CCN(C(=O)COc3ccc(Cl)cc3)CC2)Oc2ccccc21,-15.2,0.8,-21.0,3.6,9.8,-7.4,1.9,-89.2,-31.2,9.0
CCn1c(N2CCC(Cc3ccccc3)CC2)nc2c1c(=O)[nH]c(=O)n2C,4.0,-15.2,4.1,2.3,1.3,-7.5,-0.8,13.4,3.2,-0.9
O=C(Nc1ccc2ccccc2c1)c1ccc(Cl)cc1,-9.0,5.0,0.5,-0.5,-5.0,1.1,-2.5,-2.5,-1.3,-2.8
O=C(CN1C(=O)C(=O)c2ccccc21)OCN1C(=O)c2ccccc2C1=O,0.4,-13.9,3.1,1.7,6.2,4.9,-7.2,9.4,0.0,-3.8
C/C(=N\NC(=O)Cc1c(C)[nH][nH]c1=O)c1cccc(Br)c1,-2.8,-3.8,3.2,0.7,-5.4,0.9,5.2,11.5,-3.1,0.4
O=C(CSc1nnc2ccc(-c3cccnc3)nn12)Nc1cccc(F)c1,-66.2,-5.5,-38.6,1.4,-10.9,-4.1,0.8,-10.3,-4.7,-0.9
FC(F)(F)c1cccc(N2CCN(CC3CC=CCC3)CC2)c1 (stereo not given),6.6,-12.3,5.9,0.7,6.8,-3.1,10.9,-7.6,0.3,-1.0
CCn1c2ccccc2c2cc(NC(=O)c3cccc(OC)c3OC)ccc21,-45.3,-10.2,-32.8,16.0,3.1,4.7,-0.1,-2.2,4.7,-5.4
CCN1CCc2c(OCc3ccc(C)cc3)cccc2C1=O,2.1,-0.9,-0.5,-5.3,12.2,-6.4,-0.2,0.4,-2.6,-3.7
COC(=O)[C@H](NCc1ccc(OC)c(B(O)O)c1)C(C)C,3.0,-4.7,2.9,0.6,-1.4,6.5,-11.4,-4.3,3.0,-5.6
CC(C)Oc1ccc(CSc2ncn[nH]2)cc1,0.2,-3.2,0.8,-4.4,-4.0,-8.3,-2.0,-5.0,-2.6,2.6
Cc1ccc(NC(=O)CN(C)C(=O)c2ccc(COc3ccccc3)cc2)cc1,-6.3,-5.0,-1.3,3.9,-2.3,1.6,1.8,5.6,3.1,0.4
Cc1ccc(C(=O)NCC(=O)N2CCCCCC2)cc1,-5.2,0.0,-0.2,0.3,-9.3,-0.9,1.8,-5.4,-0.2,-6.0
CC12CCC(C(=O)Nc3c(Cl)cccc3Cl)(C(Br)C1=O)C2(C)C (stereo not given),-0.7,-3.3,2.4,2.6,1.4,-7.8,7.9,4.8,-0.8,1.8
O=C(CSc1nc2cc(C(F)(F)F)ccc2n1Cc1ccccc1)NC1CCS(=O)(=O)C1 (stereo not given),-0.5,3.1,5.8,3.8,1.1,-3.9,4.2,6.9,1.8,-4.3
O=C(Nc1ccc(F)cc1)NC1CCCCC1,-0.6,3.1,-1.2,-1.3,-4.1,-3.5,-4.6,0.1,-1.9,3.8
Cc1ccc(C)c2[nH]c(=O)c(CN(Cc3ccc4c(c3)OCO4)Cc3nnnn3Cc3ccco3)cc12,-53.0,-1.8,-43.7,3.6,3.7,8.7,-9.0,-56.2,-15.6,-3.5
COC(=O)N/N=C/c1cc(C)n(-c2cccc3ccccc23)c1C,-13.2,5.0,-7.7,3.0,2.9,9.0,-8.3,-26.6,-6.4,-0.3
COc1ccc2oc(=O)c(C(=O)NCc3ccc(F)cc3)cc2c1,-243.6,1.4,-198.2,62.2*,13.1,-12.1,3.1,-159.3,-71.4,-0.5
C[C@@H]1C[C@H]2[C@@H]3CCC4=CC(=O)C=C[C@]4(C)[C@@]3(F)[C@@H](O)C[C@]2(C)[C@H]1C(=O)CO,-2.7,11.3,-2.9,-7.4,-2.2,-3.5,-4.0,-9.6,-4.9,-7.1
COC(=O)[C@H](CC(C)C)NC(=O)NC1CCCc2ccccc21 (stereo not given in full),2.5,11.9,0.6,-4.4,-2.0,3.1,-7.8,7.7,-2.9,5.9
N#CC1=C(N)C(C#N)(C#N)C(c2ccncc2)C2CN(C(=O)OCc3ccccc3)CC=C12 (stereo not given),-101.6,7.1,-82.0,0.9,-3.5,-6.8,1.1,-293.8,-104.9,-3.6
Cc1ccc2c(Cl)c(C(=O)NCC3CCCO3)sc2c1 (stereo not given),-0.8,11.0,0.6,-0.2,-4.7,-1.9,-0.8,-1.2,-5.1,4.6
Cc1cc(=O)[nH]c(SCC(=O)NCc2ccco2)n1,-3.5,6.1,0.7,-0.4,1.4,-11.8,-3.9,2.3,-3.0,-4.3
O=C(COc1ccc(Cl)cc1Cl)NN1C(=O)C2C3C=CC([C@@H]2C1=O)C31CC1 (stereo not given in full),-10.5,-5.2,4.2,-9.0,-6.5,5.5,-6.0,-5.8,-2.1,6.3
Cc1ccsc1C(=O)OCC(=O)NCc1ccco1,-2.8,3.9,0.8,-1.3,11.2,-10.6,-2.0,5.2,-1.3,-4.8
Fc1ccc(-n2cc(-c3ccccc3)c3c(NN4CCOCC4)ncnc32)cc1,-3.2,0.5,-1.1,1.6,-0.8,-11.1,-2.8,-6.3,-3.4,-3.6
CC(C)NC(=O)CCc1nnc(Cc2cccc(C(F)(F)F)c2)o1,-0.9,5.3,-0.9,-5.8,-2.1,-6.1,1.7,-7.4,-3.9,-1.5
CCCN1CCN(CCCNC(=O)CN2C(=O)c3cccnc3Oc3ccc(Cl)cc32)CC1,-6.7,-3.8,2.6,-0.6,-7.3,8.9,-6.1,-4.1,0.6,-4.1
O=C(Cn1c(=O)sc2ccccc21)N1CCOCC1,0.6,10.3,4.1,1.3,-0.5,2.2,-4.3,4.2,-3.1,1.9
Cc1ccccc1C(=O)Oc1ccccc1C(=O)N1CCOCC1,0.9,-8.4,0.2,-8.4,-9.6,-1.9,9.2,-5.9,-3.2,-10.3
CC1(Cc2ccccc2Cl)C(=O)Nc2cc(-c3ccccc3Cl)ccc21 (stereo not given),-3.5,3.7,-1.2,-2.9,4.0,13.0,5.5,-8.2,-5.1,-4.3
CCOC(=O)c1cccc(NC(=O)CSc2nnc(CNc3ccc(C)cc3)n2CC)c1,-2.0,-0.6,1.2,5.7,2.2,-0.5,-0.5,-3.0,-4.1,1.9
O=C(O)C1CCC(Cn2c(SCc3cc(=O)n4cc(Br)ccc4n3)nc3ccsc3c2=O)CC1 (stereo not given),-10.4,-1.8,-3.5,-7.8,-9.0,-4.5,5.4,-9.2,-5.2,-2.0
COCCn1c(SCC(=O)Nc2cccnc2Cl)nc2ccccc21,-4.4,-14.4,4.7,0.8,-6.9,3.2,-3.2,0.3,5.0,-3.9
O=C(Nc1ccccc1O)c1cccc(S(=O)(=O)N2CCOCC2)c1,2.2,0.2,3.0,4.3,-1.7,4.4,-3.8,3.5,0.5,-3.1
CCOc1cc(CN2CCCCC2)ccc1OC,4.6,-10.8,4.9,5.7,-0.8,-5.4,-3.3,2.7,2.7,6.6
Nc1ccccc1C(=O)/C=C/c1ccc2c(c1)OCO2,-321.9,-3.9,-225.7,1.0,9.9,2.8,-1.6,-70.5,-21.9,-1.5

# Single records (already shown). Order of screens: PLCb3 inh | TDP2 absorb | PLCg1 inh | SIAE primary | ASAP1 GAP inh | ARFGAP1 inh | DDE Tn6 FP inh | ADAM10 inh | ADAM17 inh | Tn7 DDE FP
# `Cc1ccccc1C(=O)Oc1ccccc1C(=O)N1CCOCC1` in the list: 0.9 | -8.4 | 0.2 | -8.4 | -9.6 | -1.9 | 9.2 | -5.9 | -3.2 | -10.3
# `Nc1ccccc1C(=O)/C=C/c1ccc2c(c1)OCO2` in the list: -321.9 | -3.9 | -225.7 | 1.0 | 9.9 | 2.8 | -1.6 | -70.5 | -21.9 | -1.5
# `COCCn1c(SCC(=O)Nc2cccnc2Cl)nc2ccccc21` in the list: -4.4 | -14.4 | 4.7 | 0.8 | -6.9 | 3.2 | -3.2 | 0.3 | 5.0 | -3.9
# `CCOc1cc(CN2CCCCC2)ccc1OC` in the list: 4.6 | -10.8 | 4.9 | 5.7 | -0.8 | -5.4 | -3.3 | 2.7 | 2.7 | 6.6

# Additional compounds:
SMILES,PLCb3 inh,TDP2 absorb,PLCg1 inh,SIAE primary,ASAP1 GAP inh,ARFGAP1 inh,DDE Tn6 FP inh,ADAM10 inh,ADAM17 inh,Tn7 DDE FP
O=C(CN1C(=O)C2CC=CCC2C1=O)Nc1ccc(S(=O)(=O)Nc2nccs2)cc1 (stereo not given),-6.9,7.0,0.2,-3.5,-6.1,10.2,2.5,-0.8,-2.8,-9.7
CN(C)CCN1C(=O)c2oc3ccccc3c(=O)c2C1c1cccc(Br)c1 (stereo not given),-45.9,3.2,-16.2,-1.3,-0.8,6.6,-3.7,-4.1,-7.3,-4.6
COc1ccccc1C(CNC(=O)c1cc(S(=O)(=O)N2CCOCC2)ccc1C)N1CCCC1 (stereo not given),-0.2,-9.2,-1.5,-7.5,8.6,3.9,0.0,-6.5,1.6,-6.8
O=C(COc1ccc(Cl)cc1)Nc1ccccc1C(=O)NCc1ccco1,5.7,-5.2,1.8,7.8,-1.4,3.8,-2.3,11.7,5.4,1.9
